High-throughput results as filed in PubChem.
AddAB inh: less growth of phage-infected E. coli with AddAB; E. coli expressing H. pylori AddAB, absorbance growth; inhibition, % at 11.9 µM; hit rate 0.29% among 330,000; in the data active = inhibition above about 12%;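 also: 0% = vehicle wells of infected cells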
Ecoli viability: bacterial growth inhibition, counter-screen for AddAB inhibitors; E. coli V3065 growth, OD600 absorbance, 18 h; inhibition, % at 11.9 µM; hit rate 0.27% among 330,000;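 active = inhibition above the campaign's mean inhibition across all tested compounds plus 3 SD, cut at about 9.9% in these data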;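 also: uninfected addAB+ strain grown without phage in ampicillin broth; 0% = DMSO wells and 100% = ciprofloxacin 0.95 µg/ml wells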
SUMO Mot1 rescue: SUMOylation pathway inhibition by Mot1-301 growth rescue; S. cerevisiae Mot1-301 growth rescue, ATP luminescence, 38.5C; percent above DMSO median, 100 means doubled; growth rescue, % at 18.8 µM; hit rate 1% among 320,000;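 active = every valid replicate shows activation above 250% relative to neutral control wells; inactive = the rest, any valid replicate at or below 250%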;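 also: OY570 slx delta 5 strain wells were the positive control but not used for scaling; some compounds called inactive have numbers as strong as hits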
HTR5A inv ag: counter-screen for OPRM1-OPRD1 inverse agonists: human HTR5A inverse agonism; HTR5A cell line, luminescence; inhibition, % at 9.3 µM; P47898; hit rate 0.083% among 340,000; in the data active = inhibition mostly above about 23%, no sharp cut-off; inactive = mostly below about 18%;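 also: 0% = cells with DMSO and 100% = no-cell wells with DMSO; some compounds called inactive have numbers as strong as hits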
Target sequence (P47898 whole entry, looked up): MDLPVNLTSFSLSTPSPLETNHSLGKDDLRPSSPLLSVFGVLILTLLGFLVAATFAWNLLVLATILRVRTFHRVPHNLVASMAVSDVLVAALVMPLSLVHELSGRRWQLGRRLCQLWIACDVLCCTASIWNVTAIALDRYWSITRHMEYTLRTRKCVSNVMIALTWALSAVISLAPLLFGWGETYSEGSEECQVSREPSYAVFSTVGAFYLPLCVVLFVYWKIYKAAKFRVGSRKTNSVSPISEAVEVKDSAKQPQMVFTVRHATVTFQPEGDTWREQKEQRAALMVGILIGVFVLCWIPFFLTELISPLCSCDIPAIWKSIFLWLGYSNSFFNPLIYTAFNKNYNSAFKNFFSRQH
OPRM1-OPRD1 inv: mu-delta opioid heterodimer inverse agonism; P35372+P41143; cell-based MOR-DOR heterodimer luminescence; inhibition, % at 9.3 µM; hit rate 0.21% among 340,000; in the data active = inhibition above about 22%, passing the limit was not always enough;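 also: 0% = cells with DMSO and 100% = wells without cells with DMSO; values of inactives mirror those of a sister screen read the other way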
PfHsp90 set2: reduces growth (ATP signal) of yeast expressing P. falciparum Hsp90; S. cerevisiae expressing PfHsp90, BacTiter-Glo ATP, 48 h; yeast lacking PDR1 and PDR3 efflux regulators; inhibition, % at 9.4 µM; hit rate 0.32% among 310,000; AID 504621;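 active = every replicate shows inhibition above about 80%, whatever the replicate mean, limit read from the data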;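 also: 0% = DMSO neutral controls and 100% = 20 µM radicicol positive controls; yeast relying on Plasmodium falciparum Hsp90 in place of its own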
OPRM1-OPRD1 ag: OPRM1-OPRD1 heterodimerization agonism. activation, % at 9.3 µM. cells, luminescence. P35372+P41143. hit rate 0.3% among 340,000; in the data active = activation above about 18%;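 also: 0% = vehicle-treated cells and 100% = reference agonist; values of inactives mirror those of a sister screen read the other way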
phage Ecoli inh: E. coli growth loss with phage present; inhibition, % at 11.9 µM; growth absorbance; AID 651602; hit rate 0.26% among 360,000; in the data active = inhibition above about 11%
Tat export inh: inhibitors of E. coli Tat protein transport | E. coli MC4100 TorA-mCherry Tat export, fluorescence | inhibition, % at 10 µM | hit rate 0.036% among 340,000;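 active = mean replicate inhibition at least 50% and at least half of replicates individually reaching 50%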;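 also: exported cargo escapes ClpAP degradation while cytoplasmic cargo is degraded and loses fluorescence; 0% = median of neutral control wells and 100% = median of NaSCN control wells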
PKA-R1A act: activators of PKA-R1A complex; PKA-R1A dissociation, Cy5-IP20 fluorescence polarization; scaled: DMSO 0%, 113 µM cGMP 100%; activation, % at 11.4 µM; hit rate 0.083% among 340,000;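 active = percent activation above the mean of all tested compounds plus 3 SD, cut at about 19% in these data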;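 also: higher means more PKAc released from R1A so a rise in polarization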
PKA-R2B activ: PKA-R2B complex activation; P22694+P31323; AID 504700; hit rate 0.079% among 340,000; PKA-R2B holoenzyme dissociation, Cy5-IP20 fluorescence polarization; R2B truncated from residue 108, S112A mutant; 0% DMSO only, 100% 113 µM cGMP; activation, % at 11.4 µM;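 active = activation above a cutoff set at the mean over all compounds plus 3 SD, cut at about 18% in these data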;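 also: higher means more holoenzyme dissociation and a rise in polarization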
Target sequence (P31323 whole entry, looked up, other chains not shown, the tested form may be a part): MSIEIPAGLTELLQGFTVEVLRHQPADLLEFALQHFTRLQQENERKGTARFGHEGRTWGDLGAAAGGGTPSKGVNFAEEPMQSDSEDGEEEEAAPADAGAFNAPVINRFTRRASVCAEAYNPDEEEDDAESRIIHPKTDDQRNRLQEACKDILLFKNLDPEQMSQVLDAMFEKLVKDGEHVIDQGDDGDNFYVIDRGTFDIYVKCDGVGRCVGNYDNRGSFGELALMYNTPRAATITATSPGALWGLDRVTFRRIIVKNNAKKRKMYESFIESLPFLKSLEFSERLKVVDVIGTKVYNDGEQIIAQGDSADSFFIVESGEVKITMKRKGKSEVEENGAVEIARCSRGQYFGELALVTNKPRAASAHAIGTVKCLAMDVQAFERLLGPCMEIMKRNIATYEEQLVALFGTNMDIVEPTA
* marks the source's active call; other numbers are inactive results; x = no result given.

SMILES	AddAB inh	Ecoli viability	SUMO Mot1 rescue	HTR5A inv ag	OPRM1-OPRD1 inv	PfHsp90 set2	OPRM1-OPRD1 ag	phage Ecoli inh	Tat export inh	PKA-R1A act	PKA-R2B activ
CC12CN3CC(C)(CN(C1)C3c1ccco1)C2=O (stereo unspecified)	-0.4	-0.8	3	7	5	15	-0.8	2.2	4	5	-4
O=c1[nH]c(=S)n(C2CC2)c(O)c1C=Nc1cccc(C(F)(F)F)c1	4.0	0.3	-4	6	8	-1	-1.6	3.8	1	6	-4
CC(N)Cc1c[nH]c2ccc(O)cc12 (stereo unspecified)	x	x	x	-186	12	1	-2.2	3.8	-1	-7	12
Cn1c(O)c(C=Nc2ccc(Br)cc2)c(=O)n(C)c1=O	0.5	-1.3	0	-4	16	-6	-3.3	0.7	-5	-4	2
CC12CCC3C(CC=C4CC(O)CCC43C)C1CC(=CN1CCOCC1)C2=O (stereo unspecified)	x	x	x	-3	14	-53	-3.0	1.8	6	0	5
CC1CCC[C@H](O)CCCCCc2cc(O)cc(O)c2C(=O)O1 (stereo partly specified)	0.5	0.3	11	-3	3	-11	-0.5	2.6	5	6	2
COC(=O)C1=C(c2ccccc2)C[C@@H]2CC[C@H]1N2C(=O)N1CCOCC1	3.7	-1.4	-1	-2	-3	18	0.5	4.0	5	-1	-8
O=C1NC(=O)C(Nc2ccc(Cl)c(Cl)c2)C(=O)N1	x	x	x	-3	16	14	-3.3	0.8	-2	0	-1
C(=NC12CN3CN(CN(C3)C1)C2)c1cccs1	4.1	-0.1	7	-15	8	0	-1.3	2.2	-8	1	-2
CCC(=O)O[C@H]1CC[C@H]2[C@@H]3CCC4=CC(=O)CC[C@]4(C)[C@H]3CC[C@]12C	x	x	x	2	-27	x	6.7	2.1	26	0	7
Cc1cccc(-n2c(O)c(C=NCCN3CCNCC3)c(=O)[nH]c2=S)c1	-0.1	-1.0	-17	8	19	1	-4.3	5.3	7	0	-12
CN1CCN(c2ccc(N)cc2Cl)CC1	4.6	0.3	-18	x	x	-9	x	3.5	-6	x	x
COC1=CC2[C@@H]3Cc4ccc(OC)c(O)c4[C@]2(CCN3C)CC1=O (stereo partly specified)	6.5	0.4	-18	-10	9	-18	-1.8	1.7	-6	2	-5
CCN(CC)CCCN=C(C)c1c(O)n(-c2ccc(C)cc2)c(=O)[nH]c1=O	2.2	-0.2	-16	-11	1	13	-0.2	3.6	-15	8	-3
CC(Cc1ccccc1Sc1ccc(O)cc1)N(C)C (stereo unspecified)	-0.5	-0.7	341	1	-16	-13	2.8	x	-10	-7	8
CCOC(=O)/C(=N\Nc1ccccc1)N1CC1	4.0	0.1	145	0	17	-5	-3.0	2.0	10	-4	-4
CCOc1ccc(/C=C2/C(=O)NC(=O)N(CCc3ccc(F)cc3)C2=O)cc1	0.7	0.3	-20	7	18	-1	-3.6	2.2	-6	3	-12
Cc1ccc2c(c1)C1CN(C)CCC1N2C(=O)COc1ccc(S(=O)(=O)N2CCOCC2)cc1 (stereo unspecified)	0.8	-2.7	5	x	x	-53	x	-0.1	-1	5	6
CCN(CC)c1ccc(N=Cc2c(O)n(CCc3ccc(OC)c(OC)c3)c(=O)[nH]c2=O)cc1	0.2	0.2	-11	-7	-4	-6	0.8	-1.5	-6	3	-2
C=CCn1c(O)c(C(CC)=NCCC2=CCCCC2)c(=O)[nH]c1=O	2.6	-0.7	-1	-12	-23	x	4.5	-1.3	-2	-5	-13

The last two entries of the part above are carried over, then new ones follow:
SMILES	AddAB inh	Ecoli viability	SUMO Mot1 rescue	HTR5A inv ag	OPRM1-OPRD1 inv	PfHsp90 set2	OPRM1-OPRD1 ag	phage Ecoli inh	Tat export inh	PKA-R1A act	PKA-R2B activ
CCN(CC)c1ccc(N=Cc2c(O)n(CCc3ccc(OC)c(OC)c3)c(=O)[nH]c2=O)cc1	0.2	0.2	-11	-7	-4	-6	0.8	-1.5	-6	3	-2
C=CCn1c(O)c(C(CC)=NCCC2=CCCCC2)c(=O)[nH]c1=O	2.6	-0.7	-1	-12	-23	x	4.5	-1.3	-2	-5	-13
O=C(c1cc(C(=O)NCc2ccc(Cl)cc2)c(=O)n(Cc2ccc(Cl)cc2)c1)c1cc(F)ccc1O	0.9	0.6	394	-17	-15	17	2.9	3.7	-2	5	-1
CCN1CCN(C(=O)Cc2coc3ccc4ccccc4c23)CC1	1.2	-0.2	10	5	10	11	-1.7	1.6	3	3	-9
CN1CCN(Cc2cn3cccnc3n2)CC1	4.2	1.3	-8	-7	7	3	-1.3	2.7	-7	-2	-1
COc1ccc(OC)c(N2C(=O)NC(=O)C3(Cc4cc(C)ccc4N(C)C3)C2=O)c1 (stereo unspecified)	1.1	-2.4	25	9	25	x	-5.0	1.6	4	2	-9
COC(=O)C1=C(c2cccc(OCc3ccccc3)c2)C[C@@H]2CC[C@H]1N2C(=O)NCc1ccc([N+](=O)[O-])cc1	-0.1	1.4	88	-8	7	0	-1.2	1.1	6	-9	-1
COC(=O)C1=C(c2cccc(OCc3ccccc3)c2)C[C@@H]2CC[C@H]1N2C(=O)NCc1ccccc1OC	2.6	-2.0	7	-14	3	6	-0.6	2.8	10	-6	-2
O=C(Cc1ccccc1)Oc1ccc([N+](=O)[O-])cc1	2.1	0.3	2	14	6	-13	-1.1	2.2	-10	-21	-14
CC(C)c1ccc(-n2c(O)c(C=NCCN3CCNCC3)c(=O)[nH]c2=S)cc1	1.9	-3.8	-14	-39	-4	-9	0.9	2.5	-3	12	-2
O=c1c2ccccc2nc(-c2ccccc2)n1-c1ccccc1O	-0.5	-1.6	-8	-4	14	9	-2.9	1.3	-6	-7	0
COc1cccc(N2C(=O)NC(=O)/C(=C/c3ccc([N+](=O)[O-])s3)C2=O)c1	0.6	0.2	58	-15	-19	7	3.6	2.6	6	6	0
CCc1ccc(N2C(=O)NC(=O)/C(=C/c3cccn3CCOc3ccc(C)cc3)C2=O)cc1	0.5	-2.4	-1	-16	15	4	-2.2	5.0	5	-4	14
CCN(CC)c1ccccc1	2.2	0.3	-26	-11	9	-17	-1.7	1.7	-9	-9	0
O=C(c1ccccc1)C1NC1c1ccccc1 (stereo unspecified)	1.9	2.1	-4	-5	15	-5	-2.9	4.9	-5	6	-6

Molecules from the list above containing four or more nitrogen atoms (6):
SMILES	AddAB inh	Ecoli viability	SUMO Mot1 rescue	HTR5A inv ag	OPRM1-OPRD1 inv	PfHsp90 set2	OPRM1-OPRD1 ag	phage Ecoli inh	Tat export inh	PKA-R1A act	PKA-R2B activ
C(=NC12CN3CN(CN(C3)C1)C2)c1cccs1	4.1	-0.1	7	-15	8	0	-1.3	2.2	-8	1	-2
Cc1cccc(-n2c(O)c(C=NCCN3CCNCC3)c(=O)[nH]c2=S)c1	-0.1	-1.0	-17	8	19	1	-4.3	5.3	7	0	-12
CCN(CC)CCCN=C(C)c1c(O)n(-c2ccc(C)cc2)c(=O)[nH]c1=O	2.2	-0.2	-16	-11	1	13	-0.2	3.6	-15	8	-3
CCN(CC)c1ccc(N=Cc2c(O)n(CCc3ccc(OC)c(OC)c3)c(=O)[nH]c2=O)cc1	0.2	0.2	-11	-7	-4	-6	0.8	-1.5	-6	3	-2
CN1CCN(Cc2cn3cccnc3n2)CC1	4.2	1.3	-8	-7	7	3	-1.3	2.7	-7	-2	-1
CC(C)c1ccc(-n2c(O)c(C=NCCN3CCNCC3)c(=O)[nH]c2=S)cc1	1.9	-3.8	-14	-39	-4	-9	0.9	2.5	-3	12	-2

This is a subset. The share of hits here may be higher or lower than overall.
